AmpC inh detg: blocks E. coli AmpC beta-lactamase in detergent assay; AmpC hydrolysis of nitrocefin, absorbance 480 nm, 0.01% Triton; Potency, µM (doses to about 114 µM), for the others: top-dose activity change, negative = inhibition, actives largely listed as inhibitors; 370,000 tested, 0.041% active; active means well fitted inhibition curve with a large enough effect; inconclusive means small, poorly fitted or top-dose-only effect;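 further: potency means the concentration at half of the fitted maximal effect; 0% = no-compound wells and -100% = no-enzyme wells; nearly all actives have a fitted effect of over 25% in size; some results filed as inactive show a strong effect at the top dose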
Target sequence (P00811 whole entry, looked up): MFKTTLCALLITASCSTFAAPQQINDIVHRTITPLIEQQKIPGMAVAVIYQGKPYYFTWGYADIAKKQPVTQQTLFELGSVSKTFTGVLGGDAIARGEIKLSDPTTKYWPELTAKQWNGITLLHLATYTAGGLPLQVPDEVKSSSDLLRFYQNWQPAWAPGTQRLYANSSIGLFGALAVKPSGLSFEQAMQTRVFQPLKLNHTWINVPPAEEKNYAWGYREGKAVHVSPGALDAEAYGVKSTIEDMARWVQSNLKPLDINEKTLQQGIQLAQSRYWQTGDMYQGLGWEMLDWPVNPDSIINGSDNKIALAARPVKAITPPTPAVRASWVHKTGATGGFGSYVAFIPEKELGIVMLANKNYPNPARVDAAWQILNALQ
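AmpC (5.3 nM in the dispensed reagent) in 20 mM phosphate pH 7.0 with 0.01% (detergent screen) or 0.0001% Triton X-100 was preincubated with compounds for 15 min at room temperature. Nitrocefin was then added from an 800 uM solution, and hydrolysis was followed at 480 nm.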
HCMV antiviral: human cytomegalovirus inhibition; HFF cells, HCMV-luciferase reporter, 72 h; hits give low values; activity change, negative = inhibition, % at 57.5 µM; 410,000 tested, 4.5% active; AID 1259415; in the data active means activity change below about -60%; inconclusive means no clear call, values can overlap the other calls; inactive means above about -39%
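Two compound doses tested in HFFs infected with HCMV-luciferase, MOI 1 PFU/cell, 72 h at 37C. Lysate luminescence read with OneGlo; data normalized against buffer-only and 10uM Salinomycin inhibitor controls.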
The depositor's hits bear a star; ? = inconclusive. Unless noted, on the % scale 0 is the no-effect control and ±100 the full control effect. These rows are one share of the data. The share of hits here may be higher or lower than overall.

SMILES	AmpC inh detg	HCMV antiviral
Cc1cccc(Oc2ccc(NC(=O)CCC(=O)OCC(=O)c3ccc(Br)cc3)cc2)c1C	-6%	0
CCOC(=O)c1cc(-c2ccc(OC)cc2)n(CCC(=O)NC2CCCCC2)c1C	-6%	38
Cn1c(CNC(=O)CSc2n[nH]c(-c3ccccc3Cl)n2)nc2ccccc21	23%	13
COc1cccc(C2=NN(S(C)(=O)=O)C(c3cn(-c4ccccc4)nc3-c3cccs3)C2)c1 (stereo not given)	0%	30
COCCNC(=O)CSc1c(C)cnc2c1c(=O)n(C)c(=O)n2C	4%	9
CC(=O)N1c2nc(-c3ccco3)nn2C2(CCCCC2)[C@@H]2CCCC[C@@H]21	15%	-29
COc1ccc(-c2nc(S(=O)(=O)c3ccc(Cl)cc3)c(N3CCCCCC3)o2)cc1	1%	-7
CCCOc1ccc(CC2C(=O)Nc3ccc(Br)cc32)cc1 (stereo not given)	-6%	-31
CN(C)CCNC(=O)c1ccc(-n2c(-c3ccccc3)cc3c2CCCC3)cc1	5%	-92*
CN(C)S(=O)(=O)c1ccc2c(c1)N(CC(=O)N1CCC(C(N)=O)CC1)CCS2	1%	6
COc1ccc(CNS(=O)(=O)c2cc3c(cc2C)n(C)c(=O)c(=O)n3C)cc1	1%	-6
Cn1nc(C(=O)Nc2ccc(F)c(Cl)c2)c2c1-c1ccccc1S(=O)(=O)C2	1%	-19
Cc1ccc(C)c(CN2C(=O)c3ccccc3S(=O)(=O)c3ccc(C(=O)NCCC4=CCCCC4)cc32)c1	?	-31
COc1ccc(-c2cc(C(F)(F)F)nc(NCc3ccccc3)n2)cc1OC	15%	-4
Fc1ccc2ncc3c(-c4ccccc4)n[nH]c3c2c1	2%	44
CCN1CCN(Cc2c(O)ccc3oc(C)c(C(=O)Nc4ccc(C)cc4C)c23)CC1	18%	-4
COc1ccc(C(=O)Oc2ccc(C(c3c(C)[nH][nH]c3=O)c3c(C)[nH][nH]c3=O)cc2)cc1	2%	6
O=C(COc1ccc(F)cc1)Nc1ccccc1C(=O)OCc1cc(=O)n2ccsc2n1	21%	67
COc1ccc(CNc2oc(COc3cccc(C)c3)nc2C#N)cc1	-2%	15
CCOc1cccc(C2c3c(-c4cc(C)ccc4O)n[nH]c3C(=O)N2Cc2ccco2)c1 (stereo not given)	20%	-10
Cc1ccc(-c2ccc(CCC(=O)O)n2-c2ccc(C(N)=O)cc2)cc1	10%	15
Cc1cc(C)c2c(=O)cc(C(=O)Nc3ccc(S(=O)(=O)Nc4nc(C)cc(C)n4)cc3)oc2c1	5%	25
Cc1ccc(Cl)cc1NC(=O)CN1C(=O)CSc2ccc(S(=O)(=O)N3CCCC3)cc21	5%	23
COc1ccccc1CCNC(=O)CCc1c(C)c2cc3c(C)coc3cc2oc1=O	12%	1
Cc1ccc(NC(=O)Cn2c(=O)n(CC(=O)NCCc3ccccc3)c(=O)c3ccccc32)cc1C	-5%	-12
CCOc1ccc(C(=O)Nc2ccc(-c3nc4cc(CC)ccc4o3)cc2)cc1	10%	-74*
CC(C)c1ccc(OCC(=O)NCC(c2ccc(Cl)cc2)N2CCOCC2)cc1 (stereo not given)	7%	-15
CCC(C(=O)Nc1ccc(C(=O)OC)cc1)n1nc(-c2ccc(C)cc2)c2c(c1=O)CCCC2 (stereo not given)	8%	-26
CCS(=O)(=O)c1ncc(Cl)c(C(=O)Nc2c(C(=O)c3ccc(C)cc3)oc3ccccc23)n1	-4%	4
Cc1cc(S(=O)(=O)Nc2cc3c(cc2Cl)n(C)c(=O)c(=O)n3C)ccc1F	23%	-4
COc1ccc(CNC(=O)c2cnn(-c3ccccc3)c2-n2cccc2)cc1OC	19%	-12
Cc1ccc2c(CC(=O)Nc3ccccc3C(F)(F)F)coc2c1C	17%	-5
CCc1ccc(S(=O)(=O)NCCc2csc3nc(-c4ccccc4)nn23)s1	-4%	-79*
CC(=O)c1cccc(NC(=O)CCc2c(C)nc3nc(CN)nn3c2C)c1	14%	4
CCOc1ccccc1-c1nc(-c2ccc(-c3ccccc3)nc2OCC)no1	26%	-5
Cc1cc(C)cc(NC(=O)C(=O)NCC(c2ccc3c(c2)OCO3)N2CCN(C)CC2)c1 (stereo not given)	2%	-30
CCCCNC(=O)c1cccc(-n2cnc3cccnc32)c1C	6%	0
CCSc1nnc2c(n1)OC(c1ccc(OC)c(OC)c1)N(C(C)=O)c1ccccc1-2 (stereo not given)	11%	1
NC(=O)c1nc(-c2ccc(F)c(F)c2)nc2c1[nH]c(=O)n2-c1cccc(Cl)c1	-3%	14
Cc1cc2c(n1-c1ccc(C(=O)NCCc3ccccc3)cc1)CCC(C)C2 (stereo not given)	4%	32
Cc1cccc(C)c1OCC(=O)Nc1c(C(=O)c2ccc(Br)cc2)oc2ccccc12	19%	-10
CCCCN(Cc1ccccc1)S(=O)(=O)c1cc(Br)cc2c1N(C(C)=O)CC2	?	9
CCOc1ccccc1CNC(=O)CCC(=O)N1CCSc2ccccc21	0%	-75*
Cc1ccccc1NC(=O)Cn1c(=O)n(Cc2ccco2)c(=O)c2cccnc21	5%	4
COc1ccc(NC(=O)CC2C(=O)N(c3ccc(F)cc3)C(=O)N2CCc2sccc2C)cc1 (stereo not given)	-9%	-12
O=C(CSc1n[nH]c(-c2ccccc2Cl)n1)N1CCN(c2ccc(F)cc2)CC1	-7%	2
CCCN(CCC)c1nc(-c2ccccc2F)nc2ccccc12	14%	-2
CCN(CC)CCOC(=O)c1ccc(NC(=O)c2cc3c(=O)n(CC)c4ccccc4c3s2)cc1	-12%	7
CCn1nc(C)c(CCN(C)C(=O)Nc2cc(OC)c(OC)c(OC)c2)c1C	1%	17
Cc1nn(S(=O)(=O)c2ccc(Br)cc2)c(C)c1S(=O)(=O)N1CCCCCC1	4%	8
COc1ccccc1C(=O)Oc1ccc(C(c2c(C)[nH][nH]c2=O)c2c(C)[nH][nH]c2=O)cc1	6%	-3
Cc1ccc(/C=C/c2onc(C)c2S(=O)(=O)N2CCC(C(=O)NCC(C)c3ccccc3)CC2)cc1 (stereo not given)	16%	11
COc1ccccc1N1CCN(C(=O)Cn2cnc3onc(-c4ccc(F)cc4)c3c2=O)CC1	-6%	-14
Cc1ccc(CN2CCCn3nc(C(=O)NCCc4ccccc4C)cc3C2=O)cc1	-6%	-1
Cc1c(C(=O)Nc2cccc(C#N)c2)sc2nc3n(c(=O)c12)CCCCC3	6%	-20
CCOc1ccc(CCNC(=O)c2ccc3c(c2)N(Cc2ccc(F)cc2)CCS3)cc1	3%	-7
CCCCC(=O)Nc1ccc2nc(SCC(=O)N3CCc4ccccc43)sc2c1	-3%	-31
O=C(CSc1cn(CC(=O)N2CCCC2)c2ccccc12)Nc1ccc(Cl)cc1	4%	-1
c1ccc(Nc2c(-c3ccccc3)nc3ncccn23)cc1	19%	-3
COc1ccc(N2C(=O)C(CC(=O)Nc3ccc(F)cc3)N(Cc3ccc4c(c3)OCO4)C2=O)cc1 (stereo not given)	-1%	0

Later entries:
SMILES	AmpC inh detg	HCMV antiviral
CC(=O)c1cccc(Nc2nc(-c3ccccc3Cl)nc3ccccc23)c1	3%	11
COc1ccc(N2CCN(C(=O)c3c(C)oc4nc(C)nc(N5CCCC5)c34)CC2)cc1	10%	19
CCc1ccccc1NC(=O)c1ccc2c(O)c(S(=O)(=O)c3ccccc3)c(=O)[nH]c2c1	12%	-5
CCn1c(=O)c2cc(C(=O)N(CCCOC(C)C)Cc3ccco3)sc2c2ccccc21	-12%	-23
COc1ccccc1CCNS(=O)(=O)c1ccc(N2CCCCS2(=O)=O)cc1	9%	-24
O=C1CC(c2ccccc2)Sc2ccccc2N1Cc1ccccc1F (stereo not given)	9%	-4
CN(C)CCNc1oc(-c2ccc(COc3ccc(Cl)cc3)o2)nc1C#N	22%	-32
COc1ccc(Cn2ccc3nc(C)c(C(=O)N4CCN(c5ccccc5F)CC4)cc3c2=O)cc1	-7%	8
Cc1ccc(NC(=O)C2CCCN(c3ncnc4onc(C)c34)C2)cc1Cl (stereo not given)	14%	-3
COc1ccc(CNC(=O)c2ccc3c(c2)N(C)C(=O)C2CCCCN32)cc1OC (stereo not given)	15%	-10
Cc1ccc(C)c(CN2C(=O)c3ccccc3S(=O)(=O)c3ccc(C(=O)NCc4ccccc4)cc32)c1	-2%	?
CC(C)OCCCN(Cc1ccco1)C(=O)c1cc2c(s1)-c1ccccc1OC2	-11%	-28
CCOC(=O)c1ccc(NC(=O)CSc2nc3ccccc3c(=O)n2CCNC(C)=O)cc1	7%	4
O=C(CSc1ncc2c(n1)-c1ccccc1N(Cc1ccc(F)cc1)S2(=O)=O)NCCc1ccccc1	3%	2
CCN(CC)CCCNC(=O)c1ccc2nc(CCc3ccccc3)oc2c1	24%	17

Some of the entries so far, with two lines to a compound.
Order of values: AmpC inh detg, HCMV antiviral
COc1ccccc1C(=O)Oc1ccc(C(c2c(C)[nH][nH]c2=O)c2c(C)[nH][nH]c2=O)cc1
 : 6%, -3
Cc1ccc(/C=C/c2onc(C)c2S(=O)(=O)N2CCC(C(=O)NCC(C)c3ccccc3)CC2)cc1 (stereo not given)
 : 16%, 11
COc1ccccc1N1CCN(C(=O)Cn2cnc3onc(-c4ccc(F)cc4)c3c2=O)CC1
 : -6%, -14
Cc1ccc(CN2CCCn3nc(C(=O)NCCc4ccccc4C)cc3C2=O)cc1
 : -6%, -1
Cc1c(C(=O)Nc2cccc(C#N)c2)sc2nc3n(c(=O)c12)CCCCC3
 : 6%, -20
CCOc1ccc(CCNC(=O)c2ccc3c(c2)N(Cc2ccc(F)cc2)CCS3)cc1
 : 3%, -7
CCCCC(=O)Nc1ccc2nc(SCC(=O)N3CCc4ccccc43)sc2c1
 : -3%, -31
O=C(CSc1cn(CC(=O)N2CCCC2)c2ccccc12)Nc1ccc(Cl)cc1
 : 4%, -1
c1ccc(Nc2c(-c3ccccc3)nc3ncccn23)cc1
 : 19%, -3
COc1ccc(N2C(=O)C(CC(=O)Nc3ccc(F)cc3)N(Cc3ccc4c(c3)OCO4)C2=O)cc1 (stereo not given)
 : -1%, 0
CC(=O)c1cccc(Nc2nc(-c3ccccc3Cl)nc3ccccc23)c1
 : 3%, 11
COc1ccc(N2CCN(C(=O)c3c(C)oc4nc(C)nc(N5CCCC5)c34)CC2)cc1
 : 10%, 19
CCc1ccccc1NC(=O)c1ccc2c(O)c(S(=O)(=O)c3ccccc3)c(=O)[nH]c2c1
 : 12%, -5
CCn1c(=O)c2cc(C(=O)N(CCCOC(C)C)Cc3ccco3)sc2c2ccccc21
 : -12%, -23
COc1ccccc1CCNS(=O)(=O)c1ccc(N2CCCCS2(=O)=O)cc1
 : 9%, -24
O=C1CC(c2ccccc2)Sc2ccccc2N1Cc1ccccc1F (stereo not given)
 : 9%, -4
CN(C)CCNc1oc(-c2ccc(COc3ccc(Cl)cc3)o2)nc1C#N
 : 22%, -32
COc1ccc(Cn2ccc3nc(C)c(C(=O)N4CCN(c5ccccc5F)CC4)cc3c2=O)cc1
 : -7%, 8
Cc1ccc(NC(=O)C2CCCN(c3ncnc4onc(C)c34)C2)cc1Cl (stereo not given)
 : 14%, -3
COc1ccc(CNC(=O)c2ccc3c(c2)N(C)C(=O)C2CCCCN32)cc1OC (stereo not given)
 : 15%, -10
Cc1ccc(C)c(CN2C(=O)c3ccccc3S(=O)(=O)c3ccc(C(=O)NCc4ccccc4)cc32)c1
 : -2%, ?
CC(C)OCCCN(Cc1ccco1)C(=O)c1cc2c(s1)-c1ccccc1OC2
 : -11%, -28

Remaining list, next part:
SMILES	AmpC inh detg	HCMV antiviral
COc1ccc(S(=O)(=O)NCCc2cn3ccsc3n2)cc1OC	-1%	-6
COc1ccc(-c2nc(CNC(=O)Nc3ccccc3)c(C)o2)cc1	14%	14
CCOC(=O)c1c(N)n(-c2ccccc2CC)c2nc3ccccc3nc12	9%	30
CC1=C(C(=O)Nc2cccnc2)C(c2ccccc2)n2nc(SCc3ccccc3Cl)nc2N1 (stereo not given)	-5%	14
CCc1cccc(NC(=O)c2ccc(NC(=O)N3CCSc4ncccc43)cc2)c1	-2%	0
COc1ccc(CCNC(=O)CCCCn2c(=O)c3ccccc3n(Cc3ccccc3C)c2=O)cc1OC	19%	-32
